Source: PubChem BioAssay
PKA-R2B activ = PKA-R2B complex activation. 340,000 tested, 0.079% active. PKA-R2B holoenzyme dissociation, Cy5-IP20 fluorescence polarization; R2B truncated from residue 108, S112A mutant; 0% DMSO only, 100% 113 µM cGMP. activation, % at 11.4 µM;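 active = activation above a cutoff set at the mean over all compounds plus 3 SD, cut at about 18% in these data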;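 note: higher means more holoenzyme dissociation and a rise in polarization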
Target sequence (P31323 whole entry, looked up, other chains not shown, the tested form may be a part): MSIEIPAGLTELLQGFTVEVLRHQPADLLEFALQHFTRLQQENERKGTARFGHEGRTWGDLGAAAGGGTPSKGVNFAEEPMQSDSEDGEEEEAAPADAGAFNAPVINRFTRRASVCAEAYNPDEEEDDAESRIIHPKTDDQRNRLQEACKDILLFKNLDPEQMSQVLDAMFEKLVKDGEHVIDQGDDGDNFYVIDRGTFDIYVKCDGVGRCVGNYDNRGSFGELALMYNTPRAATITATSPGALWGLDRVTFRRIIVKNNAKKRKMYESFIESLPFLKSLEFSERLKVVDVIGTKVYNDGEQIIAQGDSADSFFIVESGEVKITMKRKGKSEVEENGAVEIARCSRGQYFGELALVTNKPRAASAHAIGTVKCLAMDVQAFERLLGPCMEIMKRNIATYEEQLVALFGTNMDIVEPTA
HTR5A inv ag = HTR5A inverse agonism, opioid heterodimer counter-screen | P47898 | HTR5A cell line, luminescence | inhibition, % at 9.3 µM | 340,000 tested, 0.083% active; in the data active = inhibition mostly above about 23%, no sharp cut-off; inactive = mostly below about 18%;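 note: 0% = cells with DMSO and 100% = no-cell wells with DMSO; some compounds called inactive have numbers as strong as hits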
Target sequence (P47898 whole entry, looked up): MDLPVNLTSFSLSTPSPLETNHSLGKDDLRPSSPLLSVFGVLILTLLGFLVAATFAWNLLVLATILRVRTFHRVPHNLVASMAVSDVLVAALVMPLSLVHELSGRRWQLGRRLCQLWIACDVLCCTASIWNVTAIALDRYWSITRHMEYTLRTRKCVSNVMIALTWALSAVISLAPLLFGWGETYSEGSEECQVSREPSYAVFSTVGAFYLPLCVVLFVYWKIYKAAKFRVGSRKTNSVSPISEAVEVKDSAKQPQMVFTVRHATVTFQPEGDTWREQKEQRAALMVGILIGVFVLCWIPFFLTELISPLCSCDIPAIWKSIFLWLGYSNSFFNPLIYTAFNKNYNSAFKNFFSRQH
DAGLB inh = diacylglycerol lipase beta (human) inhibition; Q8NCG7; HEK293T DAGLB membrane lysate, EnzChek fluorogenic substrate; inhibition, % at 5.17 µM; 340,000 tested, 0.059% active; in the data active = inhibition above about 34%;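 note: 0% = enzyme with vehicle and 100% = wells lacking enzyme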
DSG3 Ab inh = inhibitors of pemphigus antibody binding to human desmoglein-3; P32926; DSG3-coupled beads, scFv-anti-DSG3-GFP binding, flow cytometry; stronger effect = lower value; binding (percent of control), % at 10 µM; 310,000 tested, 0.48% active; AID 588358;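 active = binding more than 3 SD below its plate's average and above zero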;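 note: hits lower antibody fragment binding to DSG3; some compounds called inactive have numbers as strong as hits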
PKA-R1A act = activators of PKA-R1A complex; P00514+P68181; 340,000 tested, 0.083% active; activation, % at 11.4 µM; PKA-R1A dissociation, Cy5-IP20 fluorescence polarization; scaled: DMSO 0%, 113 µM cGMP 100%;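 active = percent activation above the mean of all tested compounds plus 3 SD, cut at about 19% in these data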;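 note: higher means more PKAc released from R1A so a rise in polarization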
HTR5A ag ctr = counter-screen for OPRM1-OPRD1 agonists: human HTR5A agonism; P47898; HTR5A agonist assay, luminescence, cell-based; activation, % at 9.3 µM; 340,000 tested, 0.61% active; AID 504692; in the data active = activation mostly above about 9.5%, no sharp cut-off; inactive = mostly below about 7.6%;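 note: 0% = cells with vehicle only and 100% = reference agonist; strong numbers were not always called active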
Arrestin-AP2 inh = blocks beta-arrestin peptide binding to AP2 adaptin | FITC-arrestin peptide / GST-AP2 beads, flow cytometry; AP2 beta2 appendage carries R879A mutation | inhibition, % at 10 µM | 340,000 tested, 0.31% active;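 active = inhibition above a set limit, near 3 SD of compounds lacking own fluorescence, cut at about 54% in these data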;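 note: plate controls were DMSO wells for no effect and 5 µM unlabelled arrestin peptide for full effect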
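Assay system: GST-AP2 R879A bound to glutathione beads, E. coli-expressed; Medium: PBS with 0.05% Tween 20 and 0.1% BSA; Also added: fluorescein-tagged arrestin peptide at 50 nM final; Timing: 12 min plus 1 h, RT; Measured by: flow cytometry, FL1 (488/535 nm); Evaluation: percent drop in bead-associated FITC signal.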
MOR-DOR inv ag = inverse agonist of human OPRM1-OPRD1 heterodimerization | P35372+P41143 | cell-based MOR-DOR heterodimer luminescence, inverse agonism | inhibition, % at 9.3 µM | 340,000 tested, 0.21% active | AID 504357; in the data active = inhibition above about 22%, passing the limit was not always enough;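 note: 0% = cells with DMSO and 100% = wells without cells with DMSO; values of inactives mirror those of a sister screen read the other way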
V-ATPase pH = regulators of yeast V-ATPase proton transport; S. cerevisiae, pHLuorin cytosolic pH fluorescence; response, % at 10 µM; 350,000 tested, 0.37% active; AID 504577; in the data active = response mostly above about 7.3%, no sharp cut-off; inactive = mostly below about 5.4%; note: actives read high; inactives centre near 0; some compounds called inactive have numbers as strong as hits; reference of the scale not given here
OPRM1-OPRD1 ag = agonists of human mu-delta opioid receptor heterodimerization; P35372+P41143; cells, OPRM1-OPRD1 heterodimerization, luminescence; activation, % at 9.3 µM; 340,000 tested, 0.3% active; in the data active = activation above about 18%;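 note: 0% = vehicle-treated cells and 100% = reference agonist; values of inactives mirror those of a sister screen read the other way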
Active calls of the source: *; · = not tested or not shown.

SMILES | PKA-R2B activ | HTR5A inv ag | DAGLB inh | DSG3 Ab inh | PKA-R1A act | HTR5A ag ctr | Arrestin-AP2 inh | MOR-DOR inv ag | V-ATPase pH | OPRM1-OPRD1 ag
COc1ccccc1N1CCN(Cc2ccc3c(c2)OCO3)CC1 | -5 | 10 | -15 | 113 | 0 | -2 | 25 | 10 | -1 | -2.0
O=P1(Oc2ccccc2)C[C@@H](O)[C@@H](O)[C@H](COCc2ccccc2)O1 (some centres not stated) | -8 | -25 | 3 | 101 | -12 | 5 | -4 | 14 | 1 | -2.4
COC(=O)C1=C(c2c(C)noc2C)C[C@@H]2CC[C@H]1N2C(=O)NC1Cc2ccccc2C1 | -6 | -1 | -5 | 96 | 8 | 1 | 33 | 14 | -3 | -2.4
CCn1c(P(C)(=O)O)nc2cc(NC(=O)c3ccccc3F)ccc21 | 6 | 10 | 3 | 89 | 3 | -3 | -2 | 13 | 2 | -2.6
CCn1c(C)c(C(=O)NCCc2ccccc2)c2cc(OC)ccc21 | -6 | 7 | -4 | 86 | -5 | -2 | -7 | 21 | 0 | -4.7
N#Cc1ccc(NC(=O)CN2CCN(C(=O)c3cccs3)CC2)cc1Cl | -9 | 9 | 4 | 109 | -3 | -4 | -4 | 2 | 9 | -0.4
CCOC(=O)C1=C(N)OC2=C(C(=O)CC(C)(C)C2)C12C(=O)Nc1ccccc12 (configuration not stated) | -6 | 11 | -3 | 105 | -4 | -2 | -7 | -2 | -2 | 0.3
O=C(NCC1=C(c2ccc3ccccc3c2)C[C@@H]2CC[C@H]1N2Cc1ccco1)c1ccncc1 | -3 | · | -3 | 115 | -3 | · | · | · | -4 | ·
COC(=O)c1ccc(C(C(=O)NC2CCCCC2)N(CCN2CCOCC2)C(=O)Cc2cccs2)cc1 (configuration not stated) | -19 | 34 | -3 | 102 | -15 | 1 | -6 | 8 | -2 | -1.7
COc1ccc(-n2c(/C=C/c3ccc(O)cc3)nc3ccccc3c2=O)cc1 | 6 | -38 | 1 | 115 | 0 | 10.0* | 33 | -5 | 4 | 1.0
CC1=CC(=O)NP(=O)(Oc2ccc3ccccc3c2)N1 (configuration not stated) | 6 | -27 | -1 | 103 | 8 | -3 | -10 | 17 | 7 | -3.0
CC(C)CCNC(=O)c1c(N)n(Cc2ccc3c(c2)OCO3)c2nc3ccccc3nc12 | -1 | 4 | 2 | 88 | -2 | 7 | 5 | -29 | -4 | 5.4
N#CCCn1cc(C(=O)Nc2ccc(F)cc2)c(-c2ccccc2)n1 | 5 | -8 | 1 | 106 | 1 | 2 | -11 | 17 | -2 | -3.6
CN(C)P(=O)(CCl)Nc1ccccc1 (configuration not stated) | -19 | 12 | 1 | 108 | 1 | 0 | 19 | -6 | -2 | 1.1
C=CCn1c(O)c(C(C)=Nc2ccc(C(=O)O)cc2)c(=O)[nH]c1=O | 5 | -2 | -1 | 87 | 1 | 5 | 5 | 9 | -2 | -1.8
Cc1nn(C)c(C)c1P(=S)(c1c(C)nn(C)c1C)N(C)C | 8 | 20 | 2 | 101 | 0 | -8 | 6 | -9 | -1 | 1.5
CC(=Nc1ccc2c(c1)CCC2)c1c(O)n(C)c(=O)n(C)c1=O | -8 | 8 | -1 | 97 | -6 | 2 | 11 | -11 | -4 | 1.8
CC(CCc1ccccc1)NCCC#N (configuration not stated) | 0 | -2 | 0 | 104 | 6 | 2 | 9 | 5 | -5 | -1.0
Cc1ccccc1-c1ccc2n1Cc1cnnn1-c1ccccc1-2 | -1 | -5 | -4 | 103 | 11 | 1 | -17 | -11 | 3 | 2.5
Cn1cc(C(=O)N2CCC3(CC2)OCCO3)c2c3ccccc3n(C)c2c1=O | 12 | -24 | -3 | · | -4 | 2 | 9 | 9 | 5 | -1.6
O=[N+]([O-])c1cccc(O)c1 | -3 | -1 | -2 | 102 | -9 | 0 | -15 | 23 | -1 | -4.4
CC(=O)OC1CCC2(C)C(=CC(=O)C3C2CCC2(C)C(OC(C)=O)CCC32)C1 (configuration not stated) | -3 | 9 | 1 | 87 | 1 | -2 | 39 | 9 | 2 | -1.8
Cn1c(C(=O)N2CCC(C(=O)N3CCC4(CC3)OCCO4)CC2)cc2sccc21 | -5 | 9 | 0 | 102 | -2 | -2 | 2 | 9 | 6 | -1.5
CCOP(=S)(OCC)N1CC1 | 1 | 22 | -2 | 95 | -5 | -6 | 0 | 12 | 2 | -2.4
N[C@@H](Cc1c[nH]c2ccccc12)c1nnc(SCc2ccccc2F)o1 | -3 | 8 | -2 | 86 | 1 | 3 | -10 | 1 | 4 | -0.3
C[C@@]1([C@@H](NP(=O)(c2ccccc2)c2ccccc2)c2ccccc2)C[C@H]1CCO | -1 | 12 | 2 | 104 | -10 | -5 | -4 | 18 | -1 | -3.3
Cc1ccc(-c2nc(N(C)C3CCN(C)CC3)c3ccccc3n2)cc1 | 4 | · | 0 | 102 | 2 | · | 15 | · | -1 | ·
COC(=O)C1=C(c2c(C)noc2C)C[C@@H]2CC[C@H]1N2C(=O)NCc1ccc(F)cc1 | 4 | -3 | 1 | 100 | 7 | -2 | 1 | 2 | -1 | -0.3
CC(C(=O)Nc1ccc(Br)cc1C(=O)c1ccccc1)N1CCOCC1 (configuration not stated) | -4 | 3 | -5 | 103 | 8 | -1 | 5 | 10 | 4 | -1.8
CS(=O)(=O)c1ccc(C2=C(CNC(=O)c3cccs3)[C@H]3CC[C@@H](C2)N3Cc2ccccc2)cc1 | -12 | · | 0 | 110 | -15 | · | · | · | -5 | ·
COc1cc(CN2CC=C(c3ccc(F)cc3)CC2)cc(OC)c1 | 5 | -10 | -2 | 106 | -1 | 3 | 30 | -1 | 6 | 0.1
C[C@@H]1CN([C@@H](C)CO)C(=O)CCCn2nncc2CO[C@H]1CN(C)C(=O)Oc1ccccc1 | 5 | · | -1 | · | -3 | · | · | · | -2 | ·
Cc1cccc(CN2CCN(Cc3ccc(Cl)cc3)CC2)c1 | 8 | 7 | -5 | 102 | -9 | -3 | 0 | -29 | 3 | 5.8
CC(C)N1CCN(c2ccc(O)cc2)CC1 | 0 | 5 | 1 | 101 | -1 | -2 | -6 | 3 | 2 | -0.6
COC(=O)C1=C(c2ccc(OC)c(OC)c2)C[C@@H]2CC[C@H]1N2C(=O)NCCOc1ccccc1 | 1 | -14 | -2 | 98 | 2 | 3 | 2 | 13 | 1 | -2.3
CC(=O)OC(C)(C)/C=C/C(=O)[C@](C)(O)C1[C@H](O)C[C@@]2(C)C3CC=C4C(C[C@H](O)C(=O)C4(C)C)[C@]3(C)C(=O)C[C@]12C (some centres not stated) | 5 | -31 | 0 | 100 | -11 | 7 | 10 | 3 | 1 | -0.6
COc1cc(N2CCOCC2)ccc1/C=C1\C(=O)NC(=O)N(Cc2cccs2)C1=O | 3 | 3 | 3 | 118 | -2 | -1 | 5 | 5 | 4 | -1.0
Cc1ccc(CN2C(=O)NC(=O)C3(Cc4c(nc5ccccn5c4=O)N4CCCCCC43)C2=O)cc1 (configuration not stated) | 2 | -13 | 3 | 96 | -4 | 0 | 4 | -14 | 2 | 2.6
CC(C(=O)c1c[nH]c2ccccc12)N1CCOCC1 (configuration not stated) | 7 | -34 | 0 | 114 | 3 | 0 | -5 | 7 | -4 | -1.4
CCOC(=O)c1cccc(C2=C(CNC(C)=O)[C@H]3CC[C@@H](C2)N3Cc2ccccc2)c1 | 12 | · | 1 | 112 | -5 | · | · | · | -3 | ·

Reprinted at random: two entries already listed.
SMILES | PKA-R2B activ | HTR5A inv ag | DAGLB inh | DSG3 Ab inh | PKA-R1A act | HTR5A ag ctr | Arrestin-AP2 inh | MOR-DOR inv ag | V-ATPase pH | OPRM1-OPRD1 ag
Cc1ccc(CN2C(=O)NC(=O)C3(Cc4c(nc5ccccn5c4=O)N4CCCCCC43)C2=O)cc1 (configuration not stated) | 2 | -13 | 3 | 96 | -4 | 0 | 4 | -14 | 2 | 2.6
Cc1ccc(-c2nc(N(C)C3CCN(C)CC3)c3ccccc3n2)cc1 | 4 | · | 0 | 102 | 2 | · | 15 | · | -1 | ·

Further records.
SMILES | PKA-R2B activ | HTR5A inv ag | DAGLB inh | DSG3 Ab inh | PKA-R1A act | HTR5A ag ctr | Arrestin-AP2 inh | MOR-DOR inv ag | V-ATPase pH | OPRM1-OPRD1 ag
CC1=C(C(=O)N2CCC3(CC2)OCCO3)C2(CCC(C)CC2)OC1=O (configuration not stated) | 3 | 21 | -1 | 100 | -2 | -9 | 4 | 8 | -4 | -1.6
COc1cc([N+](=O)[O-])c2nc(C)ccc2c1[N+](=O)[O-] | -5 | 4 | -4 | · | 11 | -1 | -11 | -18 | -2 | 3.8
C=CCn1c(O)c(/C=N/N2CCCCC2c2cccnc2)c(=O)[nH]c1=S (configuration not stated) | -6 | 14 | 3 | 99 | -14 | 9 | 1 | 14 | -2 | -2.8
O=C1NC(=O)C(C(CC(=O)c2ccccc2)c2ccccc2)C(=O)N1 (configuration not stated) | -16 | -73 | 0 | 129 | -6 | 0 | -6 | -7 | -4 | 1.4
CCOc1ccc(Cc2c(O)[nH]c(=O)[nH]c2=O)cc1 | 5 | 0 | 0 | 99 | -4 | 0 | 9 | 10 | -3 | -2.0
COC(=O)c1c(C)n(Cc2ccccc2)c2ccc(O)cc12 | -16 | -15 | -1 | 110 | -11 | 1 | 8 | 13 | 1 | -2.6
CN(C)CCN=Cc1c(O)n(CCC2=CCCCC2)c(=O)[nH]c1=O | 0 | -26 | 2 | 99 | -2 | 10 | 19 | 8 | 2 | -1.5
O=S1(=O)N(Cc2ccc(F)cc2)CCCN1Cc1ccccc1Cl | -3 | -19 | -18 | 96 | -5 | 5 | 4 | -4 | 0 | 0.8
COC(=O)C1C2CC[C@@H](CC1OC(=O)c1ccccc1)N2 (some centres not stated) | -11 | 17 | 4 | 101 | -7 | -7 | 21 | 7 | 3 | -1.8
O=C1NC(=O)N(Cc2ccco2)C(=O)/C1=C\c1cccn1CCOc1ccc(Cl)cc1 | -11 | 1 | 19 | 118 | -14 | 2 | · | 5 | -3 | -1.2
C[C@]12CC(=O)CC1CCC1C2CC[C@@]2(C)C1CC[C@@H]2O (some centres not stated) | -4 | -12 | 1 | 98 | -14 | 3 | 5 | -2 | -1 | 0.3
CN1CCc2cc(O)cc3c2[C@H]1Cc1ccc(O)c(O)c1-3 | -4 | -9 | -1 | 112 | -8 | -1 | 39 | -8 | -2 | 1.4
Nc1ccc(-c2ccccc2)cc1 | -5 | -3 | 2 | 116 | -16 | 1 | -3 | 8 | 1 | -1.6
O=[N+]([O-])c1ccc(C(=Nc2ccccc2)N2CC2)cc1 | 2 | 7 | 2 | 101 | 6 | -2 | -1 | -7 | 0 | 1.3
C=CCN1C(=O)C2(C(C(=O)OCC)=C(N)Oc3c2c(=O)oc2ccccc32)c2ccccc21 (configuration not stated) | 9 | 17 | -2 | 96 | -7 | -1 | 25 | 17 | -1 | -3.0
CC(=O)O[C@H]1C[C@@H]2CC[C@@H]3[C@H](CC[C@]4(C)C(=O)CC[C@@H]34)[C@@]2(C)C[C@@H]1OC(C)=O | -6 | 3 | -2 | 103 | -7 | 6 | 5 | -10 | 4 | 2.1
CC1([N+](=O)[O-])COP(=O)(Nc2cccc(F)c2)OC1 (configuration not stated) | -6 | -3 | -4 | 104 | 3 | 1 | 31 | 9 | -3 | -2.0

The list is partial; count on the stated rates, not on these rows.
